Screening results as filed in PubChem BioAssay.
aSyn rescue = qHTS of alpha-syn Inhibitors. hit rate 0.14% among 370,000. Yeast expressing alpha-synuclein, growth rescue, BacTiter-Glo, 24 h. Potency, µM (series often up to 46.1 µM), inactives show at the highest dose growth rescue (activation), actives largely listed as activators; further: potency means the concentration at half of the fitted maximal effect; % of control where 0% means no effect; nearly all actives have a fitted effect of over 65% in size
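Screening used galactose-induced yeast with toxic alpha-synuclein levels, exposed to compound for 24 hr at 30 deg C. Cell growth, read with BacTiter-Glo luminescence, gave the measured signal.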
DRD3 agonist = qHTS of D3 Dopamine Receptor Agonist: qHTS; D(3) dopamine receptor (Homo sapiens), P35462; D3R DiscoveRx beta-arrestin cells, luminescence, 90 min; max activation, %; hit rate 0.58% among 410,000; in the data active means max activation above about 30%; further: 0% is about no effect; mostly tested at two doses, the higher about 12 µM
Target sequence (P35462 whole entry, looked up): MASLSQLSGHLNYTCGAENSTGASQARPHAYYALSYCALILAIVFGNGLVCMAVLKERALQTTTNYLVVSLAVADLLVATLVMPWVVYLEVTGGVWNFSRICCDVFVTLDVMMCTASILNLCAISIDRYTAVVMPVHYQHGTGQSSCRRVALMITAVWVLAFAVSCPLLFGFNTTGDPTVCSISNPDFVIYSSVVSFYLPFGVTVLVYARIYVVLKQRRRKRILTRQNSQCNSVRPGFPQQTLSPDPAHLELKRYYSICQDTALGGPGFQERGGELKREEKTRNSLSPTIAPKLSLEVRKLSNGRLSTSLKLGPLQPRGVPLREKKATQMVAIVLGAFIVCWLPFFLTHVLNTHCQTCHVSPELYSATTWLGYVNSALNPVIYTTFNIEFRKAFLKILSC
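Agonist-mode cell screen: cells plated at 1500/well and incubated overnight at 37 °C, then exposed to library compounds for 90 min at 37 °C. Detection reagent was added for 30–60 min at room temperature, and luminescence was read.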
DRD3 antagonist = qHTS of D3 Dopamine Receptor Antagonist: qHTS | D(3) dopamine receptor (Homo sapiens), P35462 | D3R cells, DiscoveRx beta-arrestin luminescence, antagonist mode; active compounds read low | max response, negative = inhibition, % | hit rate 2.5% among 360,000 | AID 652054, 2013; in the data active means max response below about -50%; inconclusive means no clear call, values can overlap the other calls; further: on the % scale 0 is the no-effect control and ±100 the full control effect; mostly tested at two doses, the higher about 12 µM
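Cells plated overnight at 1500 cells/well, then exposed to library compounds with dopamine controls for 90 minutes at 37 degrees C. DiscoveRx reagent added for 30–60 minutes at room temperature; luminescence read, quantitative HTS format.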
GLP-1R agonist = qHTS of GLP-1 Receptor Agonists; hit rate 0.007% among 380,000; AID 624172, 2012; HEK293 GLP-1R CRE-luciferase, luminescence, 4-6 h; cells express a hypersensitive GLP-1R form; Potency, µM (top dose mostly 45.6 µM), for inactives: top-dose activation, most hits filed as activators; Glucagon-like peptide 1 receptor (Homo sapiens), P43220; further: potency means the concentration at half of the fitted maximal effect; % of control where 0% means no effect
Target sequence (P43220 whole entry, looked up): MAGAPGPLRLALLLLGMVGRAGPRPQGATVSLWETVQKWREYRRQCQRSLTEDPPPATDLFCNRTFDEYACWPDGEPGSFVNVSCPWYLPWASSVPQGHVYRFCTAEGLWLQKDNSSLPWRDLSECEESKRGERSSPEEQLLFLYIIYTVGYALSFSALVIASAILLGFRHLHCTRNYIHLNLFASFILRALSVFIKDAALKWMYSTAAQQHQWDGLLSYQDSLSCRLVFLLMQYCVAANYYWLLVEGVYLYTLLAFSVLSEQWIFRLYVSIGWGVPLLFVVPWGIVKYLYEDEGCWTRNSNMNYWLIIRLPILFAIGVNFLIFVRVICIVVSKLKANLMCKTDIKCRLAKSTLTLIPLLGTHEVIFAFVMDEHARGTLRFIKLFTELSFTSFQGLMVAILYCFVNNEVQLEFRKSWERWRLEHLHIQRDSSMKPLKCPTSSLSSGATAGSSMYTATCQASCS
KB-V1 cytotox = qHTS assay for MDR1-selective chemotherapeutics: Primary screen using the drug-selected MDR subline cells KB-V1. hit rate 3.4% among 400,000. KB-V1 MDR cells viability, CellTiter-Glo, 72 h. Potency, µM (highest dose often 46.1 µM), inactives show at the highest dose activity change, negative = cytotoxicity, actives largely listed as cytotoxic; further: potency means the concentration at half of the fitted maximal effect; on the % scale 0 is the no-effect control and ±100 the full control effect; nearly all actives have a fitted effect of over 60% in size
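Drug-selected KB-V1 cells, grown in DMEM lacking phenol red with 10% FBS, receive compound titrations; after three days at 37 degrees C, surviving cell ATP is quantified by CellTiter-Glo luminescence and responses normalized and curve-fitted.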
GLP1R inv ag = qHTS of GLP-1 Receptor Inverse Agonists (Inhibition Mode). hit rate 1.6% among 410,000. HEK293 GLP-1R CRE-luciferase, luminescence, 24 h; GLP-1R form is constitutively active. Glucagon-like peptide 1 receptor (Homo sapiens), P43220. Potency, µM (doses to about 38.3 µM), for inactives: at the highest dose activity change, negative = inhibition, most hits filed as inhibitors; further: potency means the concentration at half of the fitted maximal effect; on the % scale 0 is the no-effect control and ±100 the full control effect; nearly all actives have a fitted effect of over 55% in size
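qHTS in 1536-well format: reporter HEK293 cells expressing constitutive GLP-1R activity in DMEM + 10% Nu serum, 24 hr with compounds at 37 deg C, luminescence read after 12 min with detection reagent.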
TDP-43 yeast inh = qHTS of TDP-43 Inhibitors | Potency, µM (series often up to 46.1 µM), inactives show top-dose growth rescue (activation), usual class: activators | TDP-43 expressing yeast growth rescue, BacTiter-Glo, 24 h | hit rate 1.8% among 410,000; further: potency means the concentration at half of the fitted maximal effect; % of control where 0% means no effect; nearly all actives have a fitted effect of over 50% in size
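In this qHTS, compounds that restore growth of yeast expressing TDP-43 appear as activators. Cells (OD600=0.02, galactose medium, raffinose-pregrown) are incubated with compound 24 hr at 30 deg C and growth is quantified by BacTiter-Glo.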
HEK293 tox = qHTS of GLP-1 Receptor Inverse Agonists: Cytotox Screen; AID 624418, 2012; Potency, µM (highest dose often 38.3 µM), for inactives: at the highest dose activity change, negative = inhibition, usual class: inhibitors; hit rate 0.13% among 410,000; HEK293 cAMP-luciferase reporter cells, luminescence, 24 h;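 further: loss of luciferase light is scored as toxicity; potency means the concentration at half of the fitted maximal effect; on the % scale 0 is the no-effect control and ±100 the full control effect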
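Luminescence readout: signal drop marks cytotoxicity. Plated cells grew 12 h at 37 °C, 5% CO2, received 23 nL compound for 24 h, then got luciferase reagent, read after 12 min at RT.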
PTHR1 agonist = qHTS for PTHR1 Agonists: Primary Screen; hit rate 0.075% among 410,000; Potency, µM (series often up to 115 µM), inactives show at the top dose activation, actives largely listed as activators; AID 743266, 2014; Parathyroid hormone/parathyroid hormone-related peptide receptor (Homo sapiens), Q03431; HEK293 GP2 PTHR1 cells, GloSensor cAMP luminescence, 1 h; further: potency means the concentration at half of the fitted maximal effect; nearly all actives have a fitted effect of over 55% in size; some results filed as inactive show a strong effect at the top dose; inactives centre near -15; many of its hits are not listed in these tables
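HEK-293-derived GP2 cells expressing PTHR1 and a GloSensor cAMP reporter, 3,000/well, plated overnight, given luciferin plus IBMX (each 0.5 mM as added) for 1 h at 37 °C, then compound for 1 h at 37 °C. Luminescence was read after 15 min at room temperature.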
Numbers without * were called inactive; [ ] = another dose, or the depositor's remark. Unless noted, the call rests on the fitted dose curve; in most records, active means well fitted curve in the direction sought with a large enough effect; inconclusive means small, poorly fitted or top-dose-only effect, or another doubt; inactive means no such curve, though single readings can be large; an effect the other way counts as inactive or inconclusive.

CCOc1ccccc1OCCCC(=O)NNC(=O)c1cc(C)oc1C was read as aSyn rescue 0%, DRD3 agonist -3, DRD3 antagonist -17, GLP-1R agonist -7%, KB-V1 cytotox 5%, GLP1R inv ag -25%, TDP-43 yeast inh -5%, HEK293 tox 5% and PTHR1 agonist 28%.
Screening O=c1[nH]c(CSc2ncc(-c3ccc(F)cc3)n2Cc2ccco2)nc2ccccc12 returned aSyn rescue 17%, DRD3 agonist 7, DRD3 antagonist 12, GLP-1R agonist -4%, KB-V1 cytotox inconclusive, GLP1R inv ag -26%, TDP-43 yeast inh 8%, HEK293 tox -5% and PTHR1 agonist -15%[57.5 µM].
For CC(C)n1c(C(F)(F)F)nc2cc(C(=O)N3CCC(O)CC3)ccc21 the results were aSyn rescue -1%, DRD3 agonist -13, DRD3 antagonist -11, GLP-1R agonist 1%, KB-V1 cytotox 17%, GLP1R inv ag 7%, TDP-43 yeast inh -16%, HEK293 tox 5% and PTHR1 agonist 3%.
Screening COc1oc(-c2ccccc2C)nc1C(F)(F)F returned aSyn rescue 6%, DRD3 agonist 1, DRD3 antagonist -6, GLP-1R agonist -8%, KB-V1 cytotox 17%, GLP1R inv ag 2%, TDP-43 yeast inh 1%, HEK293 tox -3% and PTHR1 agonist inactive.
For Clc1ccc(CSc2nnc(/C=C/c3ccccc3)o2)cc1 the results were aSyn rescue 1%, DRD3 agonist 6, DRD3 antagonist 38, GLP-1R agonist -2%, KB-V1 cytotox 0%, GLP1R inv ag 1%, TDP-43 yeast inh 17%, HEK293 tox 2% and PTHR1 agonist inactive.
For COc1ccccc1COC(=O)N/C=C/c1ccco1 the results were aSyn rescue -1%, DRD3 agonist -1, DRD3 antagonist 0, GLP-1R agonist 7%, KB-V1 cytotox 11%, GLP1R inv ag 2%, TDP-43 yeast inh -9%, HEK293 tox -5% and PTHR1 agonist inactive.
For CCOc1cc(/C=C2\C(=O)N(CCC#N)N=C2C)ccc1OCC(N)=O the results were aSyn rescue 1%, DRD3 agonist 1, DRD3 antagonist -4, GLP-1R agonist -1%, KB-V1 cytotox 18%, GLP1R inv ag 0%, TDP-43 yeast inh 0%, HEK293 tox 5% and PTHR1 agonist -5%.
CC(C)(C)NC(=O)NC(=O)COC(=O)Cc1c(F)cccc1Cl was read as aSyn rescue 4%, DRD3 agonist 0, DRD3 antagonist -17, GLP-1R agonist 0%, KB-V1 cytotox 0%, GLP1R inv ag -25%, TDP-43 yeast inh 24%, HEK293 tox 14% and PTHR1 agonist inactive.
Screening CCNC(=O)NC(=O)C(C)OC(=O)CCCc1nc2ccccc2s1 (stereo not given) returned aSyn rescue 3%, DRD3 agonist 2, DRD3 antagonist 49, GLP-1R agonist 7%, KB-V1 cytotox -8%, GLP1R inv ag -12%, HEK293 tox -4% and PTHR1 agonist -2%.
COc1ccc(-c2nc3ccccc3n3c(-c4ccccc4)c4c(=O)n(C)c(=O)n(C)c4c23)cc1 was read as DRD3 agonist 2, KB-V1 cytotox 8%, GLP1R inv ag 0%, TDP-43 yeast inh 0%, HEK293 tox 3% and PTHR1 agonist inactive.
CCc1cc(C(=O)N2CCOCC2)c(NC2=NS(=O)(=O)c3ccccc32)s1 was read as aSyn rescue 2%, DRD3 agonist 2, DRD3 antagonist -69*, GLP-1R agonist -12%, KB-V1 cytotox -1%, GLP1R inv ag 16%, TDP-43 yeast inh 23%, HEK293 tox -15% and PTHR1 agonist inactive.
Screening COC(=O)/C(C(C)=O)=C(/C=C/C=C/N(C)C)N(C)C returned aSyn rescue -15%, DRD3 agonist -17, DRD3 antagonist -18, GLP-1R agonist 0%, KB-V1 cytotox -4%, GLP1R inv ag -10%, TDP-43 yeast inh -3%, HEK293 tox inconclusive and PTHR1 agonist inactive.
Screening CC1CCc2sc(C(=O)N(C)CC(=O)Nc3cccc(F)c3)cc2C1 (stereo not given) returned aSyn rescue -2%, DRD3 agonist -4, DRD3 antagonist 8, GLP-1R agonist 17%, GLP1R inv ag inconclusive, TDP-43 yeast inh inconclusive, HEK293 tox -3% and PTHR1 agonist -9%.
Screening CCc1ccccc1NC(=O)COC(=O)c1cn(CC)c2nc(C)ccc2c1=O returned DRD3 agonist -15, GLP-1R agonist 0%, KB-V1 cytotox 0%, GLP1R inv ag 12%, TDP-43 yeast inh -19%, HEK293 tox 2% and PTHR1 agonist inconclusive.
COc1ccc(CNC(=O)CCCn2nc(C)c([N+](=O)[O-])c2C)cc1OC was read as aSyn rescue -11%, DRD3 agonist 2, DRD3 antagonist -2, GLP-1R agonist 8%, KB-V1 cytotox inconclusive, GLP1R inv ag 15%, TDP-43 yeast inh -9%, HEK293 tox 1% and PTHR1 agonist inactive.

2 records picked at random from those above, as already listed:
Screening COC(=O)/C(C(C)=O)=C(/C=C/C=C/N(C)C)N(C)C returned aSyn rescue -15%, DRD3 agonist -17, DRD3 antagonist -18, GLP-1R agonist 0%, KB-V1 cytotox -4%, GLP1R inv ag -10%, TDP-43 yeast inh -3%, HEK293 tox inconclusive and PTHR1 agonist inactive.
Screening COc1oc(-c2ccccc2C)nc1C(F)(F)F returned aSyn rescue 6%, DRD3 agonist 1, DRD3 antagonist -6, GLP-1R agonist -8%, KB-V1 cytotox 17%, GLP1R inv ag 2%, TDP-43 yeast inh 1%, HEK293 tox -3% and PTHR1 agonist inactive.

Continued.
CCc1ccc2[nH]c3nc(SCc4nnc(-c5ccccc5)o4)nnc3c2c1 was read as aSyn rescue 0%, DRD3 agonist 3, DRD3 antagonist 1, GLP-1R agonist 8%, KB-V1 cytotox 4%, GLP1R inv ag 11%, TDP-43 yeast inh -15%, HEK293 tox 8% and PTHR1 agonist -9%.
Screening CCOc1ccc(C(=O)Nc2nnc(SCC(=O)NCC3CCCO3)s2)cc1OCC (stereo not given) returned aSyn rescue 0%, DRD3 agonist -6, DRD3 antagonist -17, GLP-1R agonist -4%, KB-V1 cytotox 25%, GLP1R inv ag 7%, TDP-43 yeast inh 13%, HEK293 tox -1% and PTHR1 agonist inactive.
For CCOC(=O)Nc1nnc(CCc2ccccc2)s1 the results were aSyn rescue -5%, DRD3 agonist 3, DRD3 antagonist 5, GLP-1R agonist -1%, KB-V1 cytotox 0%, GLP1R inv ag -12%, TDP-43 yeast inh 28%, HEK293 tox -11% and PTHR1 agonist inactive.
N#CC1=C(N)SC(N)=C(C#N)C1c1ccc([N+](=O)[O-])cc1 was read as aSyn rescue 4%, DRD3 agonist -14, DRD3 antagonist -18, GLP-1R agonist 0%, KB-V1 cytotox 0%, GLP1R inv ag -16%, TDP-43 yeast inh 0%, HEK293 tox -23% and PTHR1 agonist inactive.
Screening CN1CCc2c(sc3nc(NN)n(-c4ccc(Cl)cc4)c(=O)c23)C1 returned aSyn rescue 2%, DRD3 agonist -3, DRD3 antagonist 9, GLP-1R agonist -1%, KB-V1 cytotox -5%, GLP1R inv ag 1%, TDP-43 yeast inh 7%, HEK293 tox -6% and PTHR1 agonist -21%.
Screening COc1ccc(CCNc2ncnc3c2c(-c2ccccc2)cn3-c2ccc(Cl)cc2)cc1OC returned DRD3 agonist 4, GLP1R inv ag -3%, TDP-43 yeast inh inconclusive, HEK293 tox -2% and PTHR1 agonist -24%.
`NCCCCCNC(=O)c1[nH]cnc1C(=O)N[C@@H](Cc1ccccc1)C(=O)OCc1ccccc1` gave aSyn rescue 1%, DRD3 agonist -10, DRD3 antagonist 9, GLP-1R agonist 1%, KB-V1 cytotox 10%, GLP1R inv ag 7%, TDP-43 yeast inh 17%, HEK293 tox -4% and PTHR1 agonist inactive.
`COc1cc(C(=O)N/N=C(\C)c2ccc3c(c2)OCO3)cc(OC)c1OC` gave aSyn rescue -4%, DRD3 agonist -3, DRD3 antagonist -10, GLP-1R agonist 8%, KB-V1 cytotox 5.2µM*, GLP1R inv ag inconclusive, TDP-43 yeast inh inconclusive, HEK293 tox -2% and PTHR1 agonist inconclusive.
Screening COC(=O)c1c(C)cc(O)c(C)c1O returned aSyn rescue 0%, DRD3 agonist -12, DRD3 antagonist 6, GLP-1R agonist 11%, KB-V1 cytotox -14%, GLP1R inv ag -20%, TDP-43 yeast inh inconclusive, HEK293 tox -10% and PTHR1 agonist inactive.
CCCCCN(C(=O)CCC(=O)OCC(=O)c1ccc(C(C)CC)cc1)c1c(N)n(CCCC)c(=O)[nH]c1=O (stereo not given) was read as aSyn rescue 8%, DRD3 agonist -3, DRD3 antagonist -9, GLP-1R agonist 14%, KB-V1 cytotox 8%, GLP1R inv ag inconclusive, TDP-43 yeast inh -14%, HEK293 tox -28% and PTHR1 agonist -7%.
Screening CC(=O)c1ccc(OC2(C)CCN(Cc3cccn3-c3nccs3)C2)cc1 (stereo not given) returned aSyn rescue 2%, DRD3 agonist 3, DRD3 antagonist 9, GLP-1R agonist -1%, KB-V1 cytotox 1%, GLP1R inv ag 7%, TDP-43 yeast inh 12%, HEK293 tox -3% and PTHR1 agonist inactive.
COc1ccc(CNCc2cc(OC)ccc2OC)cc1 was read as aSyn rescue 1%, DRD3 agonist -10, DRD3 antagonist 1, GLP-1R agonist 3%, KB-V1 cytotox -22%, GLP1R inv ag -5%, TDP-43 yeast inh -21%, HEK293 tox 3% and PTHR1 agonist inactive.
`Cc1ccc(S(=O)(=O)N/N=C/c2ccc(C#N)cc2)cc1` gave aSyn rescue 3%, DRD3 agonist 11, DRD3 antagonist -19, GLP-1R agonist 6%, KB-V1 cytotox -6%, GLP1R inv ag 4%, TDP-43 yeast inh 9%, HEK293 tox -1% and PTHR1 agonist -13%.

These rows are one share of the data, so the mix of outcomes need not match the whole.
